RGS4 inh = human RGS4 inhibition | P49798 | HEK293 M3R/RGS4 inducible, Fluo-4 calcium flux; stronger effect = higher value; triggered by carbachol at its EC20 | B-score at 10 µM | hit rate 0.45% among 310,000 | AID 463165;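 active = B-score, a plate-corrected calcium signal, over three deviations above library mean, with baseline fluorescence within five deviations of library mean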;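 also: RGS4 expression induced by doxycycline in cells with stable M3 receptor; B-score is computed from the integrated fluorescence ratio over baseline after carbachol; higher B-score means a larger calcium signal and so more RGS4 inhibition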
KCNQ1 pot = human KCNQ1 channel potentiation or activation; P51787; CHO-K1 KCNQ1, thallium flux FluxOR fluorescence; stronger effect = higher value; B-score at 10 µM; hit rate 0.35% among 310,000;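 active = fluorescence ratio B-score, a plate-corrected score, at least three library SD, with initial intensity B-score within 5 SD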
Target sequence (P51787 whole entry, looked up): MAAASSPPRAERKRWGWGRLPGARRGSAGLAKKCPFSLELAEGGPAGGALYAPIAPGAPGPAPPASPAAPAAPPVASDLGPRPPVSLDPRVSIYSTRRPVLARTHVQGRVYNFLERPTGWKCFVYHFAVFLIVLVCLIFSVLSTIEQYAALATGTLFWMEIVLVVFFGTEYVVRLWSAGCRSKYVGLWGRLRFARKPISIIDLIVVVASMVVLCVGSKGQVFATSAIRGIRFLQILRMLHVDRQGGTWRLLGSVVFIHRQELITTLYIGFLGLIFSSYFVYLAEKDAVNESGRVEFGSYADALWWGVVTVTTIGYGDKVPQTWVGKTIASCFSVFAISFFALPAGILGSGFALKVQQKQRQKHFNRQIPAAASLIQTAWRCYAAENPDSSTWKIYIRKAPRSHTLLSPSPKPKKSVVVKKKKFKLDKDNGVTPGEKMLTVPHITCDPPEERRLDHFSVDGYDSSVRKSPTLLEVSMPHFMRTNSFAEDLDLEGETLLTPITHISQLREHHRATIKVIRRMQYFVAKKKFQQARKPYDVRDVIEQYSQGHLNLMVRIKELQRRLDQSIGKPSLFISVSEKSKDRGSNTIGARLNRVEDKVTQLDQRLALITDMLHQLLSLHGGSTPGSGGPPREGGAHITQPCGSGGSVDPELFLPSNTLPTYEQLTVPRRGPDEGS
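Test system: CHO-K1 cells stably expressing KCNQ1 / Medium: assay buffer / Also added: depolarizing K+/Tl+ stimulus, K2SO4 and Tl2SO4 each 12.5 mM in 5x stock / Incubation: 90 min dye loading and 20 min compound exposure, both at room temperature / Signal: thallium influx via FluxOR fluorescence, kinetic imaging / Evaluation: B score of baseline-normalized fluorescence ratio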
TMEM16A act = activators or potentiators of mouse TMEM16A chloride channel; Q8BHY3; HEK293 TMEM16A/YFP-H148Q/I152L, iodide quench fluorescence; stronger effect = lower value; B-score at 10 µM; hit rate 0.3% among 340,000;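 active = fluorescence-ratio B-score plate-corrected deviation score at least 3 library SD below zero, with starting fluorescence score within 5 deviations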;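 also: channel opened by trigger with iodide after compound preincubation; score built on the fluorescence ratio of max minus min over baseline; more negative score means more quench and so TMEM16A activation or potentiation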
TMEM16A inh = inhibitors of mouse TMEM16A calcium-activated chloride channel | Q8BHY3 | HEK293 TMEM16A/YFP iodide influx fluorescence, ionomycin | normalized B-score (activity score, 25-100; higher = stronger inhibition) at 10 µM | hit rate 1.2% among 310,000;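 active = ratio plate-corrected score three or more library SD toward inhibition, starting fluorescence score within five deviations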;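 also: score derived from kinetic fluorescence span divided by baseline fluorescence per well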
KCNK3 inh = human KCNK3 channel inhibition, primary screen; hit rate 0.84% among 340,000; CHO-KCNK3 thallium flux, FluxOR fluorescence; stronger effect = lower value; AID 602410; O14649; B-score at 10 µM;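 active = B-score under library mean minus 4 SD, starting fluorescence ratio at most library mean plus 5 SD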;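 also: more negative B-score means stronger inhibition of thallium flux through KCNK3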
KCNQ1 inh = blocks the human KCNQ1 potassium channel. hit rate 1.3% among 310,000. P51787. B-score at 10 µM. CHO-K1 KCNQ1, FluxOR thallium flux fluorescence; stronger effect = higher value. AID 2642;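 active = compounds whose thallium flux B-score, printed positive for inhibition, exceeds three library SD while starting fluorescence stays within three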;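 also: channel opened by potassium depolarization with thallium stimulus after 20 min compound exposure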
MrgX1 ag = agonists of human MrgX1 receptor; Q96LB2; MrgX1-HEK293 cells, Fluo-4 calcium fluorescence, agonist mode; stronger effect = higher value; B-score at 10 µM; hit rate 0.44% among 310,000; AID 588627;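 active = calcium response B-score plate-corrected fluorescence ratio at least 3 library SD, with starting fluorescence B-score inside 5 SD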
Target sequence (Q96LB2 whole entry, looked up): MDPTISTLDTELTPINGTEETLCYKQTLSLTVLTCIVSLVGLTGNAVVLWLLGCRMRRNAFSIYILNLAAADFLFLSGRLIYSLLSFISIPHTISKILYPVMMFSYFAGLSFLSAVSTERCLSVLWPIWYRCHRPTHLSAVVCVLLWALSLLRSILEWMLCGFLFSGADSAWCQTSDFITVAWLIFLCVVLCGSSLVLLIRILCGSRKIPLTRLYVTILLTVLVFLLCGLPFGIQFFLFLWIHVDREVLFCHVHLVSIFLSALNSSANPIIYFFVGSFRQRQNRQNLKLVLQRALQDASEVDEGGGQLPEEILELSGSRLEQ
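times = overnight plating, then 30 min 37 °C plus 30 min room-temperature dye loading | assay system = stable human MrgX1 HEK293 cell line | input = fifteen thousand cells per well | signal = kinetic calcium dye fluorescence, Fluo-4 NW | dosing = compound delivered in addition one of three | read-out = B-scored fluorescence response ratio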
KCNK9 block = blocks the human KCNK9 two-pore domain potassium channel | HEK293 KCNK9, FluxOR thallium flux fluorescence; stronger effect = lower value | hit rate 1.2% among 310,000 | AID 488922 | B-score at 10 µM | Q9NPC2;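 active = ratio B-score over 3 SD below the library mean, with starting fluorescence within 5 SD of its mean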;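 also: negative B-score means less thallium flux so channel inhibition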
RGS4 pot = RGS4 potentiation or activation; HEK293 M3R/inducible RGS4, carbachol calcium flux Fluo4; stronger effect = lower value; B-score at 10 µM; hit rate 0.92% among 310,000; AID 463111;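 active = B-score of the integrated calcium signal more than 4 SD below the library mean, with starting fluorescence not abnormally high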;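 also: negative B-score means reduced calcium response which marks RGS4 activation or potentiation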
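Test system: HEK293 cells with stable M3R and inducible RGS4; also added: carbachol at ECmax as muscarinic agonist stimulus; schedule: dye loading 30 min 37 °C, buffer rest 30 min RT; technique: kinetic calcium fluorescence imaging with Fluo4-AM dye, 2 µM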
hERG rescue = compounds protecting human hERG from proarrhythmic drug block; CHO-hERG, FluxOR thallium flux, dofetilide IC70 present; Q12809; activation (rescue from dofetilide block), less the hit threshold, % at 10 µM; hit rate 0.51% among 310,000;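 active = activation above the mean of controls blocked by dofetilide plus 5 SD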;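 also: thallium influx through hERG after potassium depolarization seen as dye fluorescence rise; in these data hits start at about 4.7%; inactives centre near -7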
MrgX1 allo act = allosterically activates human MrgX1 receptor signaling; Q96LB2; MrgX1-HEK293, Fluo-4 calcium flux, FDSS; stronger effect = higher value; B-score at 10 µM; hit rate 0.63% among 310,000; AID 588675;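 active = plate-corrected calcium response at least 3 library SD above typical, normal starting fluorescence, not activating the receptor alone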;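 also: compound read alongside a low EC10 to EC30 dose of BAM8-22 agonist; peak minus trough fluorescence over baseline measured at the second addition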
* hit, by the source's call.

`N#Cc1ccccc1COC(=O)c1cccnc1N` gave RGS4 inh inactive, KCNQ1 pot inactive, TMEM16A act inactive, TMEM16A inh inactive, KCNK3 inh inactive, KCNQ1 inh inactive, MrgX1 ag inactive, KCNK9 block inactive, RGS4 pot inactive, hERG rescue -7.5 and MrgX1 allo act inactive.
`Cc1cccc(C)c1OCc1cc(C(=O)N(C)CCc2ccccn2)no1` gave RGS4 inh inactive, KCNQ1 pot inactive, TMEM16A act inactive, TMEM16A inh inactive, KCNK3 inh inactive, KCNQ1 inh inactive, MrgX1 ag inactive, KCNK9 block inactive, RGS4 pot inactive, hERG rescue -8.4 and MrgX1 allo act inactive.
`Cc1ccc(N(C(=O)CNC(=O)c2ccco2)C(C(=O)NC2CCCCC2)c2ccncc2)c(C)c1` (centres undefined) gave RGS4 inh inactive, KCNQ1 pot inactive, TMEM16A act inactive, TMEM16A inh inactive, KCNK3 inh inactive, KCNQ1 inh inactive, MrgX1 ag inactive, KCNK9 block inactive, RGS4 pot inactive, hERG rescue -4.5 and MrgX1 allo act inactive.
O=C(COC(=O)c1ccc(Br)o1)Nc1nc2ccccc2s1 was read as RGS4 inh inactive, KCNQ1 pot inactive, TMEM16A act inactive, TMEM16A inh inactive, KCNK3 inh inactive, KCNQ1 inh inactive, MrgX1 ag inactive, KCNK9 block inactive, RGS4 pot inactive, hERG rescue -3.5 and MrgX1 allo act inactive.
COc1ccc(C(C)=O)cc1COC(=O)c1ccc2c(c1)OCO2 was read as RGS4 inh inactive, KCNQ1 pot inactive, TMEM16A act inactive, TMEM16A inh inactive, KCNK3 inh inactive, KCNQ1 inh inactive, MrgX1 ag inactive, KCNK9 block inactive, RGS4 pot inactive, hERG rescue -12.2 and MrgX1 allo act inactive.
`O=Cc1c(NCc2cccc(F)c2)c2ccccc2[nH]c1=O` gave RGS4 inh inactive, KCNQ1 pot inactive, TMEM16A act inactive, TMEM16A inh inactive, KCNK3 inh inactive, KCNQ1 inh inactive, MrgX1 ag inactive, KCNK9 block inactive, RGS4 pot inactive, hERG rescue -7.6 and MrgX1 allo act inactive.
For N#CC(C#N)=C1c2cc(S(=O)(=O)NCCO)ccc2-c2ccc(S(=O)(=O)NCCO)cc21 the results were RGS4 inh inactive, KCNQ1 pot inactive, TMEM16A act inactive, TMEM16A inh inactive, KCNK3 inh inactive, KCNQ1 inh inactive, MrgX1 ag inactive, KCNK9 block inactive, RGS4 pot inactive, hERG rescue -6.5 and MrgX1 allo act inactive.
`O=C(O)C(Cc1c[nH]c2ccccc12)NS(=O)(=O)c1cccc(Cl)c1Cl` (centres undefined) gave RGS4 inh inactive, KCNQ1 pot inactive, TMEM16A act inactive, TMEM16A inh inactive, KCNK3 inh inactive, KCNQ1 inh inactive, MrgX1 ag inactive, KCNK9 block inactive, RGS4 pot inactive, hERG rescue -2.0 and MrgX1 allo act inactive.
`C=CCn1cc(/C=C2\SC(N3CCOCC3)=NC2=O)c2ccccc21` gave RGS4 inh inactive, KCNQ1 pot inactive, TMEM16A act inactive, TMEM16A inh inactive, KCNK3 inh inactive, KCNQ1 inh inactive, MrgX1 ag inactive, KCNK9 block inactive, RGS4 pot inactive, hERG rescue -4.7 and MrgX1 allo act inactive.
For NC(=O)C[n+]1cccc2ccccc21 the results were RGS4 inh inactive, KCNQ1 pot inactive, TMEM16A act inactive, TMEM16A inh inactive, KCNK3 inh inactive, KCNQ1 inh inactive, MrgX1 ag inactive, KCNK9 block inactive, RGS4 pot inactive, hERG rescue -4.7 and MrgX1 allo act inactive.
For Cc1ccc(Cl)cc1NC(=S)N1CCCCCC1 the results were RGS4 inh inactive, KCNQ1 pot inactive, TMEM16A act inactive, TMEM16A inh inactive, KCNK3 inh inactive, KCNQ1 inh inactive, MrgX1 ag inactive, KCNK9 block inactive, RGS4 pot inactive, hERG rescue -9.8 and MrgX1 allo act inactive.
COc1cc(NC(=O)NC2Cc3ccccc3C2)cc(OC)c1 was read as RGS4 inh inactive, KCNQ1 pot inactive, TMEM16A act inactive, TMEM16A inh inactive, KCNK3 inh inactive, KCNQ1 inh inactive, MrgX1 ag inactive, KCNK9 block inactive, RGS4 pot inactive, hERG rescue -7.0 and MrgX1 allo act inactive.
For CC1(C)Cc2c(ccc3ccccc23)C(c2cc3ccccc3oc2=O)=N1 the results were RGS4 inh inactive, KCNQ1 pot inactive, TMEM16A act inactive, TMEM16A inh inactive, KCNK3 inh inactive, KCNQ1 inh inactive, MrgX1 ag inactive, KCNK9 block inactive, RGS4 pot inactive, hERG rescue -15.5 and MrgX1 allo act inactive.
For Cc1ccc2cc(CN(C(=O)c3cccnc3)C(C)C)c(=O)[nH]c2c1 the results were RGS4 inh inactive, KCNQ1 pot inactive, TMEM16A act inactive, TMEM16A inh inactive, KCNK3 inh inactive, KCNQ1 inh inactive, MrgX1 ag inactive, KCNK9 block inactive, RGS4 pot inactive, hERG rescue -11.0 and MrgX1 allo act inactive.
For CN(C(=S)NCCN1CCOCC1)C(c1ccccc1)c1ccccc1 the results were RGS4 inh inactive, KCNQ1 pot inactive, TMEM16A act inactive, TMEM16A inh inactive, KCNK3 inh inactive, KCNQ1 inh inactive, MrgX1 ag inactive, KCNK9 block inactive, RGS4 pot inactive, hERG rescue -1.1 and MrgX1 allo act inactive.
`COCCN(CCOC)C(=S)Nc1ccccc1` gave RGS4 inh inactive, KCNQ1 pot inactive, TMEM16A act inactive, TMEM16A inh inactive, KCNK3 inh inactive, KCNQ1 inh inactive, MrgX1 ag inactive, KCNK9 block inactive, RGS4 pot inactive, hERG rescue -6.2 and MrgX1 allo act inactive.
Screening CC1(C)C(=O)OC(c2cccn2-c2ccc([N+](=O)[O-])cc2)C2(CCCCC2)C1=O (centres undefined) returned RGS4 inh inactive, KCNQ1 pot inactive, TMEM16A act inactive, TMEM16A inh inactive, KCNK3 inh inactive, KCNQ1 inh inactive, MrgX1 ag inactive, KCNK9 block inactive, RGS4 pot inactive, hERG rescue -2.1 and MrgX1 allo act inactive.
For Cc1cc(C(=O)OCC(=O)Nc2ccccc2)c(C)o1 the results were RGS4 inh inactive, KCNQ1 pot inactive, TMEM16A act inactive, TMEM16A inh inactive, KCNK3 inh inactive, KCNQ1 inh inactive, MrgX1 ag inactive, KCNK9 block inactive, RGS4 pot inactive, hERG rescue -16.4 and MrgX1 allo act inactive.
For CC(C)(C)n1ncc2c(=O)n(CC(=O)NCc3ccc(F)cc3)cnc21 the results were RGS4 inh inactive, KCNQ1 pot inactive, TMEM16A act inactive, TMEM16A inh inactive, KCNK3 inh inactive, KCNQ1 inh inactive, MrgX1 ag inactive, KCNK9 block inactive, RGS4 pot inactive, hERG rescue -6.6 and MrgX1 allo act inactive.
`CC(=Nc1ccc(C)cc1C)c1sc2ccccc2c1O` gave RGS4 inh inactive, KCNQ1 pot inactive, TMEM16A act inactive, TMEM16A inh inactive, KCNK3 inh inactive, KCNQ1 inh inactive, MrgX1 ag inactive, KCNK9 block inactive, RGS4 pot inactive, hERG rescue -7.0 and MrgX1 allo act inactive.
Screening CC12C(=O)N(c3nccs3)C(=O)C1C1C=CC2C1 (centres undefined) returned RGS4 inh inactive, KCNQ1 pot inactive, TMEM16A act inactive, TMEM16A inh inactive, KCNK3 inh inactive, KCNQ1 inh inactive, MrgX1 ag inactive, KCNK9 block inactive, RGS4 pot inactive, hERG rescue -9.2 and MrgX1 allo act inactive.
For CC(C)Oc1ccccc1C1CC(=O)Nc2cc3c(cc21)OCO3 (centres undefined) the results were RGS4 inh inactive, KCNQ1 pot inactive, TMEM16A act inactive, TMEM16A inh inactive, KCNK3 inh inactive, KCNQ1 inh inactive, MrgX1 ag inactive, KCNK9 block inactive, RGS4 pot inactive, hERG rescue -11.4 and MrgX1 allo act inactive.
For Cc1ccc(C(=O)Nc2cc(=O)n(C)c(=O)n2C)o1 the results were RGS4 inh inactive, KCNQ1 pot inactive, TMEM16A act inactive, TMEM16A inh inactive, KCNK3 inh inactive, KCNQ1 inh inactive, MrgX1 ag inactive, KCNK9 block inactive, RGS4 pot inactive, hERG rescue -4.6 and MrgX1 allo act inactive.
For CCCCC(CC)c1nnc(NC(=O)c2cccs2)s1 (centres undefined) the results were RGS4 inh inactive, KCNQ1 pot inactive, TMEM16A act inactive, KCNK3 inh inactive, KCNQ1 inh inactive, KCNK9 block inactive, RGS4 pot inactive and hERG rescue -16.0.
`CC(C)COc1cccc(C(=O)NNC(=O)C2COc3ccccc3O2)c1` (centres undefined) gave RGS4 inh inactive, KCNQ1 pot inactive, TMEM16A act inactive, TMEM16A inh inactive, KCNK3 inh inactive, KCNQ1 inh inactive, MrgX1 ag inactive, KCNK9 block inactive, RGS4 pot inactive, hERG rescue -9.6 and MrgX1 allo act inactive.
`CN(C)CCN(C(=O)c1cc(Cl)sc1Cl)c1nc2ccc(F)cc2s1` gave RGS4 inh inactive, KCNQ1 pot inactive, TMEM16A act inactive, TMEM16A inh inactive, KCNK3 inh inactive, KCNQ1 inh inactive, MrgX1 ag inactive, KCNK9 block inactive, RGS4 pot inactive, hERG rescue -14.7 and MrgX1 allo act inactive.
Screening Cc1nn(Cc2ccc(Cl)cc2)c(C)c1NC(=O)c1c(-c2ccccc2)noc1C returned RGS4 inh inactive, KCNQ1 pot inactive, TMEM16A act inactive, TMEM16A inh inactive, KCNK3 inh inactive, KCNQ1 inh inactive, MrgX1 ag inactive, KCNK9 block inactive, RGS4 pot inactive, hERG rescue -22.5 and MrgX1 allo act inactive.
Screening CCOC(=O)c1cc(-c2ccccc2)n(CCC(=O)N2CCN(c3ccccn3)CC2)c1C returned RGS4 inh inactive, KCNQ1 pot inactive, TMEM16A act inactive, TMEM16A inh inactive, KCNK3 inh inactive, KCNQ1 inh inactive, MrgX1 ag inactive, KCNK9 block inactive, RGS4 pot inactive, hERG rescue -12.5 and MrgX1 allo act inactive.
Screening O=S(=O)(c1ccc(NC(=S)Nc2ccccc2)cc1)N1CCOCC1 returned RGS4 inh inactive, KCNQ1 pot inactive, TMEM16A act inactive, TMEM16A inh inactive, KCNK3 inh inactive, KCNQ1 inh inactive, MrgX1 ag inactive, KCNK9 block inactive, RGS4 pot inactive, hERG rescue -11.0 and MrgX1 allo act inactive.
